# ADAM17 inh: ADAM17 inhibitors, primary screen, biochemical, QFRET; AID 720648, 2013; Disintegrin and metalloproteinase domain-containing protein 17 (Homo sapiens), P78536; inhibition, % at 6.95 µM; hit rate 0.83% among 370,000; recombinant ADAM17, EDANS/DABCYL FRET peptide cleavage;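 active = inhibition above the mean of compounds lying between control limits plus 3 SD, set per campaign, cut at about 8.5% in these data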;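 note: 0% = DMSO-only wells as the low control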
# hcDAF-12 act: H. contortus DAF-12 nuclear receptor activators, primary screen, cell-based, luminescence, HEK293, lit1-tk-luc reporter | activation, % at 6.8 µM | HEK293 hcDAF-12 lit1-tk-luc reporter; 0% DMSO, 100% Δ7-dafachronic acid | AID 652067, 2013 | hit rate 1.4% among 370,000;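 active = activation above the mean of all tested compounds plus 3 SD, cut at about 5.5% in these data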;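 note: 100% = response to 3 µM Δ7-dafachronic acid high control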
# DAX1 inh-1: DAX1 (NR0B1) inhibitors, primary screen, cell-based, HEK293, Gal4-DAX1, luciferase luminescence | Nuclear receptor subfamily 0 group B member 1 (Homo sapiens), P51843 | HEK293 Gal4-DAX1 luciferase reporter | inhibition, % at 6.75 µM | hit rate 0.99% among 340,000 | AID 504766, 2011;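 active = inhibition above the mean over all tested compounds plus 3 SD, cut at about 4.2% in these data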;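 note: 0% = DAX1-transfected cells with DMSO and 100% = empty-vector control cells with DMSO; inhibition shows as a rise in luminescence from relieved DAX1 repression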
# MBD2 DNA inh: inhibitors of MBD2 binding to methylated DNA, primary screen, biochemical, TR-FRET, DNA-binding domain, human; Methyl-CpG-binding domain protein 2 (Homo sapiens), Q9UBB5; MBD2 binding to methylated oligonucleotide; inhibition, % at 4.4 µM; hit rate 0.31% among 370,000; AID 686964, 2013; in the data active = inhibition above about 13%
# hgDAF-12 ag: H. glycines DAF-12 receptor agonists, primary screen, cell-based, luminescence, HEK293, GAL4 fusion, UAS-luciferase | Nuclear hormone receptor DAF-12 (Heterodera glycines), GAL4 fusion | HEK293 GAL4-hgDAF12 UAS-luciferase reporter, agonist luminescence; normalized to butyrate control | activation, % at 6.8 µM | hit rate 1.8% among 370,000;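 active = activation above a cutoff set at the mean of all screened compounds plus 3 SD, cut at about 10% in these data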;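 note: 0% = DMSO wells and 100% = sodium butyrate wells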
# SMARCA2 activ: SMARCA2 (BRM) function activators, primary screen, cell-based, luminescence, high throughput. MG213 cells, MMTV-luciferase reporter, dexamethasone, overnight. activation, % at 9.1 µM. hit rate 1% among 370,000; in the data active = activation above about 7.8%;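 note: 0% = vehicle wells and 100% = reference activator wells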
# PLC-gamma1 inh: PLC-gamma1 enzyme inhibitors, primary screen, biochemical, fluorescence, purified enzyme. 1-phosphatidylinositol 4,5-bisphosphate phosphodiesterase gamma-1 (Homo sapiens), P19174. fluorogenic substrate. inhibition, % at 12.2 µM. hit rate 0.84% among 370,000. AID 720700, 2013; in the data active = inhibition above about 9.5%
# Target sequence (P19174 whole entry, looked up): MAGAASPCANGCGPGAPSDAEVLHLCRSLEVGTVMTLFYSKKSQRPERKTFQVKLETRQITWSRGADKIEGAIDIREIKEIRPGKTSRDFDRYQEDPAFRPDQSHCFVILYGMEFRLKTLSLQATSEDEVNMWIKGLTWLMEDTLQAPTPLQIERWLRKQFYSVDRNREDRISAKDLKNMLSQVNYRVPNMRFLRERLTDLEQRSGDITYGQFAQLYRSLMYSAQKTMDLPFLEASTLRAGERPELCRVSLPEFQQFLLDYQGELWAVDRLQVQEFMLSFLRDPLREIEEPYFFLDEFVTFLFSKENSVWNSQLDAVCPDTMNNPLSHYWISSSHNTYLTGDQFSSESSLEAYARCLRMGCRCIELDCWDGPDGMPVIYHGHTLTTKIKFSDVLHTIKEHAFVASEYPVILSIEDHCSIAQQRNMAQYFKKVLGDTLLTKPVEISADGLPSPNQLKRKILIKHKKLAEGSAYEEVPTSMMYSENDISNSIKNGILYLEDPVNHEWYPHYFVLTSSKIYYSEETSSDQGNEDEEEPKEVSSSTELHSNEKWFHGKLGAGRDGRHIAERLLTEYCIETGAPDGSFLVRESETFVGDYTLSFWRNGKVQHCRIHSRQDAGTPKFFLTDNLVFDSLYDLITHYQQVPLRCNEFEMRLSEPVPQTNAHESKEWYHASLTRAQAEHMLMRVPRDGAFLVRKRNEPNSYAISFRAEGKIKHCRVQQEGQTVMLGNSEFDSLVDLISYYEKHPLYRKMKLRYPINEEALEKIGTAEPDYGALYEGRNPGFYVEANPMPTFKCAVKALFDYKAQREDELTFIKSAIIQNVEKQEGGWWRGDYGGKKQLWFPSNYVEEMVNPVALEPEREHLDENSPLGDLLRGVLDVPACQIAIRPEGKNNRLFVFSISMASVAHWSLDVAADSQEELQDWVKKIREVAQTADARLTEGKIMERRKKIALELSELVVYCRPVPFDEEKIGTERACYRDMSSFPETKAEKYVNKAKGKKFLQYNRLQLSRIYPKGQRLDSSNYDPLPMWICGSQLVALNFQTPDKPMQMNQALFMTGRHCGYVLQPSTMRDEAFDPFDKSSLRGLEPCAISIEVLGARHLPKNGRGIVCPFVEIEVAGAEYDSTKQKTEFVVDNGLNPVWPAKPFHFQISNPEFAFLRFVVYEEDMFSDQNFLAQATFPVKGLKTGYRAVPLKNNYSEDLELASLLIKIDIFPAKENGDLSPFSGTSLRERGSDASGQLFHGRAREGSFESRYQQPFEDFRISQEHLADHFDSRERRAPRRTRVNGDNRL
# ssDAF-12 act: S. stercoralis DAF-12 nuclear receptor activators, primary screen, cell-based, luminescence, HEK293, GRIP1 co-expression, lit1-tk-luc; Nuclear hormone receptor DAF-12 (Strongyloides stercoralis); HEK293 ssDAF-12/GRIP1 lit1-tk-luc reporter; % of 3 µM dafachronic acid response; activation, % at 6.8 µM; hit rate 1% among 370,000; AID 652126, 2013;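 active = activation above the mean over all tested compounds plus 3 SD, cut at about 0.9% in these data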;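 note: 0% = DMSO-only wells and 100% = 3 µM delta7-dafachronic acid wells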
# NR1D1 modulator: modulators of Rev-erb alpha DNA binding, primary screen, biochemical, FITC-DNA, fluorescence polarization, uHTS; Nuclear receptor subfamily 1 group D member 1 (Homo sapiens), P20393; Rev-erbα–FITC-DNA binding, 90 min; activity, % at 10 µM; hit rate 0.79% among 370,000; AID 1259318, 2017;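 active = activity above about 14%, limit read from the data; passing the limit was not always enough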;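 note: 0% = DMSO wells with 35 nM protein and 100% = DMSO wells with 750 nM protein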
# PLCb3 inh: human PLC-beta3 inhibitors, primary screen, biochemical, fluorescence; AID 720704, 2013; 1-phosphatidylinositol 4,5-bisphosphate phosphodiesterase beta-3 (Homo sapiens), Q01970; hit rate 0.18% among 370,000; inhibition, % at 12.2 µM; Purified PLC-beta3, fluorogenic substrate; in the data active = inhibition above about 11%;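 note: 0% = median of compound wells on plate and 100% = full blocker control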
# DAX1 inh-2: DAX1 (NR0B1) inhibitors on StAR promoter, primary screen, cell-based, luminescence, SF-1 (NR5A1), full-length DAX-1 | HEK293T StAR-luciferase reporter, SF-1/DAX-1 repression relief | inhibition, % at 6.8 µM | hit rate 1.1% among 370,000 | AID 652010, 2013;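 active = inhibition above the mean over all tested compounds plus 3 SD, cut at about 3.6% in these data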;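 note: 0% = DAX-1 cells with DMSO and 100% = cells lacking DAX-1 with DMSO; higher inhibition means more luminescence from relief of DAX-1 repression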
# * hit, by the source's call; . = no result given. Outcome played no part in choosing rows, and some 7.4% of all compounds hit somewhere here.
# Second line of a record: hgDAF-12 ag, DAX1 inh-1, PLC-gamma1 inh, NR1D1 modulator, hcDAF-12 act, ssDAF-12 act, DAX1 inh-2, ADAM17 inh, SMARCA2 activ, MBD2 DNA inh, PLCb3 inh
COc1ccc(C(C(=O)NC2CCCCC2)N(C(=O)CCl)c2cccc(Cl)c2)cc1 (stereo not drawn)
    -0.3, -1.9, -2, 5, -2.5, -1.4, -0.4, 1, -2, 6, -1
CCc1nc2c(OCC(=O)C(C)(C)C)cccn2c1N(C)C(=O)c1ccco1
    -1.5, ., 2, -6, -1.0, -0.8, 1.9, -3, -4, 3, -2
Cc1ncoc1C(=O)Nc1ccc2c(c1)OCCO2
    -1.6, 0.5, 0, 3, 0.4, -1.4, 0.1, -1, -4, -1, -4
CCCc1ccc(OCc2ccc(C(=O)N/N=C/c3cccc([N+](=O)[O-])c3)o2)c(OC)c1
    0.6, 1.2, -2, 1, -1.3, -0.8, 0.3, -6, -2, -7, 1
COc1cc(C(=O)Nc2ccc(-c3nnc(-c4ccco4)o3)cc2)cc(OC)c1OC
    -0.3, 0.1, -17, -15, -1.7, -1.0, -0.5, -4, -2, 8, -26
COc1ccc(S(=O)(=O)N(CC(=O)N2CCN(C)CC2)c2ccc(C)cc2)cc1OC
    2.0, 1.8, 1, 1, -2.0, -1.4, -0.4, -5, 0, 7, 0
COc1ccc(Nc2cc(C)nc3ncnn23)cc1
    2.2, -1.1, 3, 1, -0.8, -0.8, 0.0, -2, -2, 0, -5
CC(=O)Cc1c(C(=O)O)c(C)nn1-c1ccccc1
    -2.3, -0.7, 1, -8, -0.7, -1.3, 0.5, -3, -1, 3, -1
CC(=O)NC(Cc1ccccc1)C(=O)N1CCN(C(=S)NCC(C)C)CC1 (stereo not drawn)
    -0.9, 2.5, 1, -2, 0.6, -1.5, 0.1, -4, -2, 1, 2
CC(=O)Nc1nnc(-c2ccc3c(c2)CCCC3)o1
    11*, 1.5, -2, 1, 2.2, 0.5, 3.8*, -4, 7, 1, -3
CCN=C1S/C(=C\c2cn(CC(=O)NCc3ccco3)c3ccccc23)C(=O)N1CC
    -2.3, -1.6, -6, -6, -4.1, -2.1, -0.7, -2, 8.1*, 1, -9
CCOc1ccc(-n2c(Cc3cc(=O)[nH]c(=O)[nH]3)nnc2SC(C)C(=O)OC)cc1 (stereo not drawn)
    -1.1, 1.6, -3, 5, -1.2, -1.5, 1.1, -5, 0, 0, -4
O=C(Cc1c[nH]c2ccccc12)Nc1ccc(Nc2cccnc2)c(-c2ccc(OC(F)(F)F)cc2)c1
    -0.5, ., -11, 9, 1.1, -0.9, -1.4, 1, -4, 0, -14
COc1ccccc1CNc1nc2cc(-c3ccsc3)sc2c(=O)n1C
    -0.6, ., -2, -4, -0.3, -1.5, -0.8, -1, -4, -5, -1
COCCNC(=O)c1ccc(CS(=O)(=O)c2ccccc2)o1
    1.4, -0.1, -3, 1, 0.6, -1.1, 0.0, -3, -2, -1, 2
C[C@@H]1CCCCO[C@H](CN(C)S(=O)(=O)c2cccs2)[C@H](C)CN([C@@H](C)CO)C(=O)c2cc(NC(=O)NC3CCCCC3)ccc2O1
    -1.9, 1.5, 4, -1, -2.2, -1.0, -1.3, 11*, -1, 0, 3
O=C(NCc1cccnc1)Nc1cccc(F)c1
    -1.2, -0.6, 0, -4, -1.2, -0.1, 0.4, -3, 1, -3, 3
COc1cccc(NC(=O)CN2C(=O)COc3ccc(C)cc32)c1
    -3.8, -1.0, 0, -4, -2.6, -1.6, -0.2, -4, -3, 6, -1
COc1ccc(-c2sc3ccc(OC)cc3c2-c2ccc(O)cc2)cc1
    1.4, -2.1, -161, 4, -1.2, -0.9, -1.6, 0, -3, -6, -242
O=c1c2cnn(-c3ccc(F)cc3)c2ncn1Cc1ccc(F)cc1
    0.6, 1.6, -2, 1, -1.3, -1.0, 0.2, -4, -1, 6, 1
Cc1csc(NC(=O)CSc2ccc([N+](=O)[O-])cn2)n1
    -1.3, -0.2, 9, 1, -1.0, -0.5, -0.8, 8.7*, -3, -1, 4
O=S(=O)(NCc1cccnc1)c1ccccc1
    -1.1, 0.7, 1, 3, 2.4, -0.4, 0.2, -2, -1, 0, -1
Cc1cc(C)n(CC(O)Cn2ccc3ccccc32)n1 (stereo not drawn)
    -2.7, -0.9, 5, -4, 3.1, -1.2, 0.2, 0, -1, 2, 2
S=C(NCc1cccnc1)Nc1cccc2ccccc12
    0.8, 0.2, 4, 2, -2.6, -0.4, -1.0, -1, -1, -2, 2
CCOc1ccc(Nc2nc(NCC(=O)O)nc(N)c2[N+](=O)[O-])cc1
    -0.6, -0.1, 2, 1, -1.4, -0.9, -0.2, 1, 0, -9, -3
CCOc1ccccc1NC(=O)COC(=O)C1CC(=O)N(c2c(C)cccc2C)C1 (stereo not drawn)
    1.8, -1.5, 0, 1, -1.7, 0.0, -0.2, -1, 0, 6, -5
OCC1(Cc2ccccc2)CCCN(Cc2ccc3c(c2)OCCO3)C1 (stereo not drawn)
    0.6, 0.3, -1, -2, -1.2, -1.9, -0.2, -3, -1, -2, -1
CCCCOn1c(C)c(C(C)=O)c2c3no[n+]([O-])c3ccc21
    -2.3, -0.5, 6, -1, -2.4, -1.5, -0.4, -3, 0, -2, 4
COc1ccc(Cl)cc1NC(=O)CN(C)C(=O)c1cc2ccccc2cc1OC
    -0.1, -1.4, -11, 2, 1.4, -0.9, -1.6, -5, 2, -6, -16
Cc1ccc(S(=O)(=O)C2(C(=O)NC3CCCC3)CC2)cc1
    0.6, 0.3, 1, -4, -0.3, -1.0, -0.3, -2, -3, -3, 3

# Second line of a record: hgDAF-12 ag, DAX1 inh-1, PLC-gamma1 inh, NR1D1 modulator, hcDAF-12 act, ssDAF-12 act, DAX1 inh-2, ADAM17 inh, SMARCA2 activ, MBD2 DNA inh, PLCb3 inh
CCOc1cc(C(=O)Nc2cc3c(cc2N2CCOCC2)n(C)c(=O)n3C)cc(OCC)c1OCC
    1.7, 2.3, -2, -5, 1.8, -0.6, -0.9, -3, 0, 1, -7
Cc1ccc(NC(=O)N2C3CCCC2CC(NC(=O)C(C)(C)C)C3)cc1 (stereo not drawn)
    -0.9, 0.0, 3, -7, -0.2, -1.8, 0.6, -2, 3, 1, 4
COc1ccccc1CCC(=O)OCC(=O)NC1CC1
    0.2, 0.0, 1, -8, 1.9, -0.5, 2.6, -2, -4, 6, -12
O=C(CCn1c(=O)oc2ccccc21)n1c(=O)oc2ccccc21
    -1.2, 2.3, 8, 0, 0.2, -1.0, 0.3, 2, -2, -1, -2
COc1ccc(C(N)CCc2ccco2)cc1 (stereo not drawn)
    0.5, 0.5, -9, -3, -1.6, -1.0, -0.3, -4, 2, -7, -12
COc1nsnc1NS(=O)(=O)c1ccc(NC(=S)NC(=O)c2cccnc2)cc1
    4.4, ., 2, 3, 0.5, -1.7, 0.4, 0, -4, 4, 1
O=C(CN1CCN(c2ccc(F)cc2)CC1)NCC1CCCO1 (stereo not drawn)
    -2.6, 1.7, 3, -4, -0.8, -0.6, -0.8, -4, -2, 2, 1
CCC(C)Sc1ccc([C@@H]2[C@H]3C(=O)N(C)C(=O)[C@H]3[C@]3(C(=O)OC)CCCN23)cc1 (stereo partly drawn)
    1.9, -0.4, -1, -2, -2.0, -1.0, -0.2, -3, 0, 3, -2
O=C1NC(c2ccccc2)CCO1 (stereo not drawn)
    -1.4, -0.1, 2, 1, -1.4, -1.1, 0.1, -5, 0, 4, 3
Cc1c(C(=O)OCC(C)(C)CN(C)C)oc2ccccc12
    7.1, 2.2, 9, 5, 0.0, -0.7, 4.0*, 0, 3, -3, 1
COC(=O)c1ccccc1NS(C)(=O)=O
    -1.0, 1.7, 2, -5, -0.9, -0.8, 0.3, -4, 0, 5, -5
Cc1nc([N+](=O)[O-])c(Br)n1CC(=O)c1ccc2ccccc2c1
    2.3, -1.0, 5, ., -3.4, -1.6, -2.0, -5, -6, -8, -2
COc1cc(/C=N/NC(N)=S)ccc1OCc1ccc(C)cc1
    11*, -2.4, 6, 1, 2.1, -1.2, -1.2, 4, -2, -2, -2
CC(C)(C)OC(=O)NCCc1ccccc1/C=C/S(=O)(=O)NC1CCCC1
    -2.4, ., 2, -3, -2.9, -1.6, -2.2, -3, -3, -4, -2
O=C(c1ccc(OC2CCN(C/C=C/c3ccccc3)CC2)cc1)N1CCCCC1
    -1.8, -0.2, -4, -2, -1.3, -0.8, -1.1, -3, -2, 2, -5
CC1=NN(c2ccccc2)C(=O)C1C(=O)C(=O)Nc1ccc(F)cc1 (stereo not drawn)
    11*, 0.0, 1, -6, 4.0, -0.8, 4.3*, -1, 2, -4, -4
O=C(c1ccccc1)N1N=C(c2ccccc2O)CC1c1ccc(Br)cc1 (stereo not drawn)
    -0.6, 0.2, -4, 9, -1.0, -0.8, 0.3, 0, -1, -1, -7
O=C(c1cc2cc(F)ccc2[nH]1)N1CCN(c2cccc(Cl)c2)CC1
    -0.5, 0.1, 0, 2, 3.9, -0.3, 0.1, 1, 1, 1, 3
